Bim-Bcl-W – disrupts Bim peptide binding to human Bcl-W. 0.02% of 190,000 active. bead-based flow cytometry. inhibition, % at 10 µM. Q92843. AID 952;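 also: 0% = bound tracer without compound and 100% = peptide blocker; higher means less fluorescent Bim peptide bound to Bcl-W beads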
Target sequence (Q92843 whole entry, looked up): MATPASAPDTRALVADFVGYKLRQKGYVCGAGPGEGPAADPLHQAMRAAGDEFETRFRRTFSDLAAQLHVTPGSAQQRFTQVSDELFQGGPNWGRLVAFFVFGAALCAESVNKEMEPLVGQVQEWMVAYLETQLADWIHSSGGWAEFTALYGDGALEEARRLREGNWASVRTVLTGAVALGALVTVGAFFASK
RGS4-Gao reg – human RGS4-Galphao interaction regulation. P09471. Multiplexed bead flow cytometry, RGS4-Galphao binding; actives lie on both sides. binding response (% of control), % at 10 µM. 0.33% of 220,000 active. AID 1415; in the data active = binding response below about 49% or above about 150%; inactive = in between;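 also: fluorescent Galphao activated with aluminum fluoride binding bead-coupled RGS4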
Bim-Bcl-2 – inhibitors of Bim-Bcl-2 interaction, human. Bead-based flow cytometry, Bim peptide-Bcl-2 binding. inhibition, % at 10 µM. 0.06% of 190,000 active; in the data active = inhibition above about 40%; inconclusive = no clear call, values can overlap the other calls;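 also: 0% = no compound wells with probe peptide and 100% = reference peptide inhibitor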
ABCG2 inh – human ABCG2 inhibition, ABCB1 as counter-screen. Q9UNQ0. IgMXP3 cells, JC-1 efflux, flow cytometry. inhibition, % at 6.6 µM. 0.1% of 190,000 active;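 active = inhibition above 80%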;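 also: 0% = DMSO and 100% = nicardipine control wells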
Target sequence (Q9UNQ0 whole entry, looked up): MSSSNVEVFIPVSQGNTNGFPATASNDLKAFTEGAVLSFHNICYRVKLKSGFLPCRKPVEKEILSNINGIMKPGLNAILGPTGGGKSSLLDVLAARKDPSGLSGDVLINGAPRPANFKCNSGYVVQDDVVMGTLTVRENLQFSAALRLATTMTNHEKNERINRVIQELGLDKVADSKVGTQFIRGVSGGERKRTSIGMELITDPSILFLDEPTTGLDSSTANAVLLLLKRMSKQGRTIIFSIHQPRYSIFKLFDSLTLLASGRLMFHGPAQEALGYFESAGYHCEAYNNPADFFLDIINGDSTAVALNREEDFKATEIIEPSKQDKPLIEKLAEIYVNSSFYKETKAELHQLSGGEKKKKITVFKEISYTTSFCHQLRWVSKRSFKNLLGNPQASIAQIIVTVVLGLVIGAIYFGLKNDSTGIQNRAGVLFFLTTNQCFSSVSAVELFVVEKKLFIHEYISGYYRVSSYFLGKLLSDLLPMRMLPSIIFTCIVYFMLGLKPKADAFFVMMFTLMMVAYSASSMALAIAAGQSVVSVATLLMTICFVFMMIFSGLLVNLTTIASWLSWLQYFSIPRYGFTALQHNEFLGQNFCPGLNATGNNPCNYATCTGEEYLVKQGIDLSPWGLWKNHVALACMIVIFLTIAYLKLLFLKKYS
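Measure – % inhibition of efflux relative to nicardipine and DMSO · Test system – ABCG2 IgMXP3 and barcoded ABCB1 CCRF-Adr cell mix · Control set – nicardipine as high control, DMSO as low control · Compound – one concentration, 6.6 µM final · Signal – flow cytometry of retained JC-1 fluorescence · Timing – 10 min exposure at 25 °C with rotation, no wash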
Avidin bead fluor – compound fluoresces at 488/530 nm on avidin beads. 0.38% of 220,000 active. fluorescence (KMESF) at 10 µM. compound fluorescence 488/530 nm, flow cytometry; stronger effect = higher value; in the data active = fluorescence above about 47; also: inactives centre near 10
Bim-Bcl-XL – inhibitors of Bim-Bcl-XL interaction, human; Q07817; Bim peptide-Bcl-XL binding, bead flow cytometry, fluorescence; 0.04% of 190,000 active; inhibition, % at 10 µM; AID 1007
Bim-Bfl-1 – disrupts Bim binding to human Bfl-1; inhibition, % at 10 µM; 0.12% of 190,000 active; Bead-based flow cytometry, Bim-Bfl-1 binding inhibition; AID 1008; Q16548;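 also: 0% = wells without compound plus tracer and 100% = blocker peptide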
Bcl-B Bim block – inhibitors of Bim-Bcl-B interaction, human. bead-based flow cytometry, Bim peptide-Bcl-B binding. Q9HD36. inhibition, % at 10 µM. 0.073% of 190,000 active;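 also: 0% = tracer peptide without compound and 100% = reference inhibitor peptide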
Target sequence (Q9HD36 whole entry, looked up): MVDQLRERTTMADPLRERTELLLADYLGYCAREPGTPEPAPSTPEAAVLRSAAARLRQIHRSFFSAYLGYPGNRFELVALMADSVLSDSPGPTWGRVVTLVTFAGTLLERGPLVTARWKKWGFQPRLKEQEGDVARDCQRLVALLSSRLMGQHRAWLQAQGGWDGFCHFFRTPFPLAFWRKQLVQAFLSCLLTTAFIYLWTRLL
RGS7-Gao reg – regulators of human RGS7-Galphao interaction; Multiplexed bead flow cytometry, RGS7-Galphao binding; actives lie on both sides; binding response (% of control), % at 10 µM; AID 1439; 0.35% of 220,000 active; P09471; in the data active = binding response below about 49% or above about 150%; inconclusive = no clear call, values can overlap the other calls; inactive = in between;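 also: fluorescent Galphao held in activated GDP-AlF4 state binding bead-coupled RGS7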
ABCB1 inh – blocks JC-1 efflux by human ABCB1 transporter | CCRF-Adr cells, flow cytometry | inhibition, % at 6.6 µM | 0.067% of 190,000 active; in the data active = inhibition above about 40%;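 also: 0% = vehicle and 100% = reference inhibitor; higher value means more JC-1 retained so stronger ABCB1 efflux block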
GSH fluor – GSH bead compound fluorescence profile | fluorescence (KMESF) at 10 µM | GSH beads flow cytometry, compound fluorescence 488/530 nm; stronger effect = higher value | 0.25% of 190,000 active | AID 1776; in the data active = fluorescence above about 89;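 also: glutathione beads carrying GST-tagged Bcl family fusion proteins plus one bare bead set; values are compound well signal with DMSO vehicle wells as background; inactives centre near 16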
An asterisk follows results filed as active; ? = inconclusive; · = not tested or not shown. Rule as the data show it, unless noted: active = inhibition above about 40%.

SMILES | Bim-Bcl-W | RGS4-Gao reg | Bim-Bcl-2 | ABCG2 inh | Avidin bead fluor | Bim-Bcl-XL | Bim-Bfl-1 | Bcl-B Bim block | RGS7-Gao reg | ABCB1 inh | GSH fluor
COC(=O)c1cc2c(s1)-c1ccccc1OC2 | 1 | 100 | -8 | 2 | 7 | -3 | -8 | -6 | 102 | 0.7 | 23
CC(C)(Cc1ccc(O)cc1)NC(=O)CC(=O)N=Nc1c(O)[nH]c2cc(Br)ccc12 | -2 | 98 | -1 | 8 | 9 | -2 | 0 | -1 | 102 | 4.1 | 65
CN=C1CC(C)(C)CC(=O)/C1=C(/O)CCC(=O)NC | -6 | 99 | -14 | -8 | 36 | -9 | -20 | -13 | 101 | -0.5 | 28
O=c1sc(Nc2ccccc2)nc2ccsc12 | 0 | 105 | -1 | 0 | 10 | -6 | -11 | 0 | 101 | 0.0 | 8
O=C(NC1CCCCCC1)c1cc2n(n1)C(C(F)(F)F)CC(c1ccco1)N2 (stereo not given) | 0 | 82 | 0 | 6 | 38 | -1 | 0 | 1 | 96 | 0.9 | 13
Cc1ccccc1OCCCn1c(=O)sc2ccccc21 | 1 | 98 | -6 | 5 | 12 | -7 | -15 | -5 | 102 | 0.5 | 11
N#C/C(C(=O)N1CCOCC1)=C1/SC(Cc2ccc(F)cc2)C(=O)N1c1ccccc1 (stereo not given) | -2 | 104 | -3 | 1 | 16 | -4 | -1 | -3 | 100 | 0.4 | 22
OCCSc1nc(-c2cccnc2)nc2ccccc12 | -1 | 99 | -5 | 10 | 33 | -9 | -17 | -6 | 96 | -0.6 | 20
Cc1cc(NC(=O)CSc2nc(C(C)(C)C)nc3ccccc23)no1 | 2 | 102 | 0 | 2 | 11 | -1 | -4 | -5 | 104 | 0.4 | 24
O=C(Cn1cnc([N+](=O)[O-])n1)N/N=C/c1cccc2ccccc12 | -5 | 107 | -6 | 16 | 23 | -9 | -5 | -5 | 100 | -0.3 | 11
S=C1NC2(CCCCC2)N=C1c1ccccc1 | -3 | 99 | 0 | -4 | 5 | -3 | 3 | -18 | 101 | -0.5 | 8
COc1ccc(OCCOc2ccccc2[N+](=O)[O-])cc1 | -8 | 117 | -7 | 28 | 15 | -11 | -5 | -9 | 111 | 0.8 | 10
Cc1c(C(=O)N2CCC(C)CC2)cccc1[N+](=O)[O-] | -4 | 103 | -4 | 1 | 11 | -3 | -6 | -6 | 104 | 0.4 | 11
COc1ccc(C(=O)N/C(=C\c2ccc3c(c2)OCO3)C(=O)Nc2ccc(C(=O)O)cc2)cc1 | -4 | 103 | -5 | 0 | 7 | -7 | -1 | -2 | 104 | 0.1 | 69
CCOC(=O)C1CCCN(C(=O)COc2ccccc2F)C1 (stereo not given) | 1 | 97 | -1 | 1 | · | -1 | -2 | -2 | 99 | 0.2 | 66
Cc1cc(S(=O)(=O)N2CC(=O)N(CCc3ccccc3)C(=O)C2)ccc1F | 1 | 100 | 0 | 0 | 7 | -3 | -12 | -2 | 99 | 0.0 | 5
O=c1cc(CN2CC(O)Cc3ccc4ccccc4c32)nc2sccn12 (stereo not given) | 0 | 100 | -7 | 7 | 9 | -3 | 0 | -1 | ? | 0.4 | 15
CCNc1nc(NCC)n2c(SCC(=O)O)nnc2n1 | -2 | 101 | -3 | 3 | 8 | -1 | -4 | -6 | 102 | 0.4 | 29
O=C(OCn1nnc2ccccc2c1=O)c1ccc(N2CCOCC2)c([N+](=O)[O-])c1 | -3 | 98 | -4 | 5 | 2 | -6 | -1 | -7 | 100 | 1.6 | 7
CC(C)c1ccc(/C=C/C(=O)N2CCc3ccccc3C2)cc1 | -5 | 101 | 0 | 2 | 8 | -9 | 0 | -3 | 97 | 0.3 | 11
Cc1ccc2[nH]c(=O)c(CN(CC3CCCO3)C(=S)NCc3ccco3)cc2c1 (stereo not given) | 7 | 111 | 3 | 8 | 12 | 6 | 14 | 4 | 105 | 1.9 | 12
Cc1cc2c(c(=O)n1Cc1cccnc1)C(c1ccc(F)cc1)C(C#N)=C(N)O2 (stereo not given) | 0 | 106 | -5 | 1 | 7 | -7 | -12 | -4 | 96 | 0.1 | 48
CCOC(=O)c1ccc(Oc2nc(NC)nc(OC)n2)cc1 | 3 | 95 | 0 | 5 | 20 | -1 | -5 | -4 | 97 | 0.4 | 22
O=C(NCCc1ccccc1Cl)C1CCN(S(=O)(=O)c2cccs2)CC1 | -2 | 99 | -3 | 1 | 16 | 0 | -1 | -2 | 97 | 0.3 | 11
Cc1ccc(C(=O)OCC(=O)c2cc(C)n(CC3CCCO3)c2C)cc1 (stereo not given) | 1 | 98 | -1 | 1 | 9 | 2 | -2 | -1 | 75 | 0.5 | 15

(list continues)
SMILES | Bim-Bcl-W | RGS4-Gao reg | Bim-Bcl-2 | ABCG2 inh | Avidin bead fluor | Bim-Bcl-XL | Bim-Bfl-1 | Bcl-B Bim block | RGS7-Gao reg | ABCB1 inh | GSH fluor
COc1ccc(-c2nc3ncccn3c2Br)cc1 | -1 | 84 | -1 | 1 | 4 | -1 | 2 | -2 | 92 | 0.1 | 16
OCCC1CN(Cc2ccc3c(c2)CCO3)CCN1C1CCCC1 (stereo not given) | -2 | 100 | 0 | 4 | 8 | -4 | -4 | -6 | ? | 1.0 | 12
CC(NC(=O)C1CCCN(S(=O)(=O)c2cnc[nH]2)C1)c1ccccc1 (stereo not given) | 2 | 99 | -6 | -4 | 8 | -2 | -6 | -3 | 100 | -2.4 | 19
Cc1ccc(N(C(=O)CS(=O)CC(=O)Nc2ccc(F)cc2)C(C(=O)NC2CCCCC2)c2ccco2)cc1 (stereo not given) | -4 | 101 | -6 | -2 | 20 | -1 | -10 | 0 | 104 | 0.1 | 16
CC(C)(C)NC(=O)NC(=O)CN1CCN(c2ccc(O)cc2)CC1 | -7 | 102 | -2 | -1 | 15 | -3 | 0 | -5 | 102 | -0.4 | 10
COc1cccc(CNC(=O)C2CCN(S(=O)(=O)N3CCCCC3)CC2)c1 | 2 | 100 | 0 | 3 | 9 | 1 | 0 | 3 | 104 | 0.9 | 15
COCCOCC(O)CN1CCN(c2ccccc2)CC1 (stereo not given) | 2 | 102 | 0 | -1 | 8 | 0 | -9 | -9 | 95 | -0.2 | 14
O=C(C1CC1)N1CCC(c2nc(-c3ccc(S(=O)(=O)N4CCCC4)cc3)no2)CC1 | -3 | 102 | 0 | 2 | 14 | 0 | -1 | 0 | 100 | 0.9 | 14
O=C(NC(=S)Nn1cnc2c(cnn2-c2ccccc2)c1=O)c1ccc(Cl)cc1 | -4 | 100 | -7 | -1 | 12 | -11 | -1 | -6 | 103 | -0.4 | 11
CC1(C)C(=O)OC(c2cccs2)C(C)(C)C1=O (stereo not given) | 0 | 96 | -5 | 6 | 9 | -2 | 4 | -1 | 96 | 0.9 | 29
Cc1[nH]c2ccccc2c1C(=O)COC(=O)C1CC(=O)N(Cc2ccco2)C1 (stereo not given) | -5 | 99 | -10 | 24 | 14 | -7 | -12 | -11 | 98 | -0.9 | 36
O=C(O)c1ccc(NCc2ccncc2)cc1 | 1 | 96 | -1 | 1 | 13 | 2 | -1 | 0 | 96 | 0.2 | 15
CCOc1cc(C#N)c(NC(=O)c2ccco2)cc1OCC | 0 | 97 | -8 | 5 | 20 | -4 | -10 | -6 | 95 | 0.3 | 24
CCc1ccccc1NC(=O)CSc1nc2n[nH]c(C)c2c(=N)n1-c1ccc(OC)cc1 | 5 | 93 | -3 | 3 | 25 | -18 | 0 | -11 | 93 | 0.1 | 7
S=C(NCCCn1ccnc1)Nc1cccc(Cl)c1 | -2 | 105 | 1 | 7 | 5 | -3 | 1 | 0 | 100 | 1.6 | 10
COc1ccc(-c2nc(CSCC(=O)NCc3ccco3)c(C)o2)cc1 | -2 | 102 | 1 | 15 | 7 | -2 | 2 | -4 | 101 | 1.2 | 15
COC(=O)CN(c1cccc(F)c1)S(C)(=O)=O | 2 | 105 | -1 | 1 | 9 | -3 | -9 | -8 | 102 | 0.3 | 16
Clc1ccc(OCc2nc(-c3ccccn3)no2)c(Br)c1 | 0 | 104 | -7 | -1 | 7 | -5 | -10 | -8 | 104 | -2.8 | 23
O=c1[nH]n2c(=O)c3c([nH]c2c1N=Nc1cccc(C(F)(F)F)c1)CCCC3 | -7 | 83 | -2 | 0 | 4 | -5 | -2 | -5 | 90 | -0.2 | 23
Cc1ccc(NC(=O)N2CCC(O)(c3cccnc3)CC2)cc1 | -1 | 92 | -4 | 0 | 11 | -2 | -7 | -3 | 91 | -0.2 | 74
CCOC(=O)C1=C(CS(=O)(=O)c2ccccc2)NC(=O)NC1c1ccccc1OCC (stereo not given) | 0 | 98 | -9 | 1 | 7 | -3 | -10 | -4 | 98 | 0.4 | 18
CCOc1ccc2nc(N3CCCC(C(=O)N4CCN(CC)CC4)C3)sc2c1 (stereo not given) | 2 | 99 | -5 | 1 | 7 | -2 | -7 | -4 | 100 | 0.8 | 24
O=C(CSc1ncn[nH]1)Nc1ccc(OCc2ccccc2)cc1 | -1 | 102 | -1 | 1 | 14 | -3 | -1 | -6 | 106 | 0.3 | 14
Cc1sc2nc(COC(=O)c3c(F)cccc3F)[nH]c(=O)c2c1C | -1 | 104 | -6 | 1 | 26 | -2 | -11 | -5 | 100 | 0.1 | 62
Cc1nn(Cc2ccccc2)c(Cl)c1C(=O)OCC(=O)NC(=O)NC12CC3CC(CC(C3)C1)C2 | 0 | 106 | -7 | 26 | 10 | -4 | -20 | -2 | 100 | 2.9 | 10
CC1=NN(c2ccccc2)C(=O)C1C(=O)c1ccc(Cl)cc1 (stereo not given) | 0 | 97 | 2 | 1 | 22 | -1 | -2 | 1 | 95 | 0.0 | 51
CCc1ccc(Cn2nnc(C(=O)NCc3ccccc3OC)c2N)cc1 | 1 | 94 | -9 | 2 | 6 | -2 | -10 | -7 | 94 | 0.3 | 27
O=C1CC(c2ccccc2)CC(=O)C1Sc1ccc(Cl)cc1 (stereo not given) | -7 | 106 | 2 | 3 | 3 | -5 | 2 | -7 | 106 | 0.7 | 10
CC(C)N(Cc1cn[nH]c1-c1ccc(-c2ccccc2)cc1)Cc1nccn1C | -2 | 103 | -1 | 0 | 11 | 0 | -5 | -3 | 102 | 0.4 | 13
Cc1ccc(S(=O)(=O)Nc2ccccc2CNc2ccc(Br)cn2)cc1 | -3 | 100 | -2 | 9 | 4 | -4 | -3 | -7 | 97 | 6.6 | 14

4 compounds out of the list, arranged by molecular weight, highest first:
SMILES | Bim-Bcl-W | RGS4-Gao reg | Bim-Bcl-2 | ABCG2 inh | Avidin bead fluor | Bim-Bcl-XL | Bim-Bfl-1 | Bcl-B Bim block | RGS7-Gao reg | ABCB1 inh | GSH fluor
Cc1[nH]c2ccccc2c1C(=O)COC(=O)C1CC(=O)N(Cc2ccco2)C1 (stereo not given) | -5 | 99 | -10 | 24 | 14 | -7 | -12 | -11 | 98 | -0.9 | 36
CCc1ccc(Cn2nnc(C(=O)NCc3ccccc3OC)c2N)cc1 | 1 | 94 | -9 | 2 | 6 | -2 | -10 | -7 | 94 | 0.3 | 27
OCCC1CN(Cc2ccc3c(c2)CCO3)CCN1C1CCCC1 (stereo not given) | -2 | 100 | 0 | 4 | 8 | -4 | -4 | -6 | ? | 1.0 | 12
COCCOCC(O)CN1CCN(c2ccccc2)CC1 (stereo not given) | 2 | 102 | 0 | -1 | 8 | 0 | -9 | -9 | 95 | -0.2 | 14

Assay outcomes: PubChem, NMMLSC
